# PRMT1 inh = inhibitors of human PRMT1; recombinant PRMT1, activity-based probe fluorescence polarization; Q99873; 370,000 tested, 1.3% active; inhibition, % at 2.79 µM;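 active means inhibition above about 21% made by adding two undisclosed values, limit read from the data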
# TDP2 inh = blocks human TDP2 phosphodiesterase activity; O95551; recombinant TDP2, T5PNP hydrolysis, p-nitrophenol absorbance 415 nm; 370,000 tested, 0.34% active; inhibition, % at 12.8 µM;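 active means inhibition above the mean of all tested compounds plus 3 SD, set per campaign, cut at about 25% in these data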;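 further: 0% = DMSO with enzyme and 100% = buffer with substrate but no TDP2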
#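 test system = human TDP2 enzyme | input = TDP2 enzyme at 120 nM final | medium = 50 mM Tris-HCl pH 7.5 with Mg2+, KCl, DTT, BSA | also added = T5PNP substrate, 5 mM | times = 2 h at 37 °C | technique = epi absorbance | benchmarks = high control without enzyme, low control DMSO plus TDP2 | replication = each compound tested once, singlicate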
# TCR-CD3 inh = human TCR-CD3 binding inhibition | TAMRA-labeled TCR probe fluorescence, biochemical | inhibition, % at 9.4 µM | 360,000 tested, 0.37% active | AID 651800; in the data active means inhibition above about 19%;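 further: recombinant mutant TCR 2C K166C tagged with TAMRA read by polarization; 0% = receptor in buffer alone and 100% = receptor with positive control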
# NPR2 activator = GC-B (human) receptor activation | 370,000 tested, 0.11% active | P20594 | activation, % at 10 µM | AID 1920062 | HEK293-GC-B cells, CNP EC30, cGMP TR-FRET; 0% at EC30 CNP, 100% saturating CNP;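 active means activation at 10 µM reaching about 35% in either raw or pattern-adjusted values, limit read from the data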
# Target sequence (P20594 whole entry, looked up): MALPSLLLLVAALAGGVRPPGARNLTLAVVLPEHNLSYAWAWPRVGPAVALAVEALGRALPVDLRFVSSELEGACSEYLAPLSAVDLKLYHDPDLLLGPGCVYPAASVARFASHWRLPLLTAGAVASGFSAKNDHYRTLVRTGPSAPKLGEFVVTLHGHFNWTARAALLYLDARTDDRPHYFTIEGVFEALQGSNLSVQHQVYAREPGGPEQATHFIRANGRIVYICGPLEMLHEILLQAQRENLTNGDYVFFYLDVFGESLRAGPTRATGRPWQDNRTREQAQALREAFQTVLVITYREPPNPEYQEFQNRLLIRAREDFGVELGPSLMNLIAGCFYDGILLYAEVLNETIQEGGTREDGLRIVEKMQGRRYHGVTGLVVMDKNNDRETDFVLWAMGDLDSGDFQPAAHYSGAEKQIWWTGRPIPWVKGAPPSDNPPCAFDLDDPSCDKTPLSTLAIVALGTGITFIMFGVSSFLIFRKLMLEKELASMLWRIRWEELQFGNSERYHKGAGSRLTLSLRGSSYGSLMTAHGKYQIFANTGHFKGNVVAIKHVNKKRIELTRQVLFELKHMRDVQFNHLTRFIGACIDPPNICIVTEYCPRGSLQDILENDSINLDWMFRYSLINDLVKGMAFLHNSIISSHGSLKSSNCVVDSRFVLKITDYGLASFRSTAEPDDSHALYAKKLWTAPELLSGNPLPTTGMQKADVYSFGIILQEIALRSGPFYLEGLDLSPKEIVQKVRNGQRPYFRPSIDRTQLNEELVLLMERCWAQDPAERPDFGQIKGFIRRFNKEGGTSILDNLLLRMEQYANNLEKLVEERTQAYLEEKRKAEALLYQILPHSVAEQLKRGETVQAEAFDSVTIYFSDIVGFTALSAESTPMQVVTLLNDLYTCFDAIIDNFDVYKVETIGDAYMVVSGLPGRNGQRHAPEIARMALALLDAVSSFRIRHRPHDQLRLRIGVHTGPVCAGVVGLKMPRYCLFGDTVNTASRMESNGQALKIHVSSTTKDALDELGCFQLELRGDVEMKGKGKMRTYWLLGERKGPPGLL
# HTRA1 inh = HTRA1 (human) protease inhibition; 340,000 tested, 0.5% active; AID 504803; Q92743; inhibition, % at 5.96 µM; recombinant HTRA1, FP-rhodamine activity-based probe, fluorescence polarization; in the data active means inhibition above about 36%;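 further: 0% = enzyme with DMSO and 100% = wells lacking enzyme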
# rCAG RNA binder = r(CAG) repeat RNA binding; inhibition, % at 3 µM; 370,000 tested, 1.3% active; TO-PRO-1 dye displacement fluorescence;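 active means inhibition above the plate cutoff, the mean of all test compounds on that plate plus 3 SD, cut at about 35% in these data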;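 further: 0% = DMSO alone and 100% = 100 µM mitoxantrone as full dye displacement; higher means more dye released from RNA so lower well fluorescence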
# MBD2 DNA inh = inhibitors of human MBD2 binding to methylated oligonucleotide | inhibition, % at 4.4 µM | 370,000 tested, 0.31% active | TR-FRET; in the data active means inhibition above about 13%
# LEDGF integ inh = blocks HIV-1 LEDGF/p75-dependent DNA integration. TR-FRET IN-LEDGF/p75 DNA integration, Eu/Cy5. 370,000 tested, 0.64% active. inhibition, % at 3.7 µM;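 active means inhibition above the screen-wide mean plus 3 SD, cut at about 13% in these data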;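 further: signal is the Cy5 over europium emission ratio at 671 and 618 nm; 0% = plate median of compound wells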
# SIAE primary = blocks human sialic acid acetylesterase. Q9HAT2. SIAE FP-Rh probe binding, fluorescence polarization. inhibition, % at 9.66 µM. 370,000 tested, 0.69% active. AID 1053197;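 active means inhibition above a cutoff: mean of compounds within the control limits plus 3 SD of those, cut at about 17% in these data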;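 further: 0% = plate median of compound wells and 100% = probe without SIAE protein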
# ABHD4 inh = inhibits mouse alpha/beta hydrolase domain 4 | Q8VD66 | purified mABHD4, FP-Rh probe fluorescence polarization | inhibition, % at 8.92 µM | 370,000 tested, 0.54% active | AID 720543;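 active means inhibition exceeding the mean over every tested compound plus 3 SD, cut at about 30% in these data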;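 further: 0% = plate median of compound wells and 100% = S159A mutant with DMSO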
#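 Assay system: mouse ABHD4 enzyme, wild type / Also added: fluorescent activity-based probe FP-Rh / Doses: single nominal dose of 8.92 µM, 0.89% DMSO final / Timing: 45 min compound pre-incubation plus 60 min probe step, 25 °C / Signal: FP readout, ex 525 nm / em 598 nm / Control set: S159A mutant/DMSO as 100%, compound-well median as 0%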
# * hit, by the source's call; . = no result given; & = joins results of further samples. A portion of the library. The share of hits here may be higher or lower than overall.
item	canonical_smiles	PRMT1 inh	TDP2 inh	TCR-CD3 inh	NPR2 activator	HTRA1 inh	rCAG RNA binder	MBD2 DNA inh	LEDGF integ inh	SIAE primary	ABHD4 inh
1	Cn1nnnc1SCC(=O)NC1CCCC1	-2.8	10.6	3.4	0.0	0.4	3.1	2.0	2.1	-1.3	-0.1
2	O=C(COC(=O)C12CC3CC(CC(Br)(C3)C1)C2)Nc1cccnc1Cl	-0.1	6.4	0.1	1.1	-12.5	-5.5	1.7	-3.5	2.7	1.7
3	COc1ccc(Cl)cc1NS(=O)(=O)c1cccc(C(=O)NCCCN2CCCC2=O)c1	-6.2	3.2	6.7	1.1	-1.6	-1.4	-1.0	1.6	-0.3	3.4
4	COc1ccc(C(C#N)CC(=O)c2ccc3c(c2)OCO3)cc1OC (centres undefined)	-4.5	2.7	-0.4	2.3	5.9	1.8	-2.2	3.1	4.0	-9.3
5	CCCC(=O)N1CCN(c2ccc([N+](=O)[O-])c(NC(C)c3ccccc3)c2)CC1 (centres undefined)	0.8	-6.2	7.3	5.1	-26.9	7.4	-3.9	2.1	-4.1	-7.2
6	CCOc1ccccc1NC(=O)CSc1nc(=O)n(CCN2CCOCC2)c2c1CCCC2	4.8	1.8	-9.7	1.6	2.0	-8.7	6.5	-0.4	-2.1	-6.2
7	Cc1cc(C)c(S(=O)(=O)Cc2ccc(Cl)cc2)c(=O)[nH]1	2.1	-0.2	-2.8	-3.1	1.2	0.7	4.4	0.3	2.3	7.5
8	CCOP(=O)(OCC)C(C#N)=C1SCN(c2ccccc2)CS1	3.7	4.3	3.6	0.6	-4.4	14.6	4.7	1.0	-0.1	5.7
9	CCOC(=O)c1sc(=NC(=O)C2CC2)n(C)c1C	5.0	-8.2	-3.2	7.4	3.2	-1.8	-3.1	-6.7	-5.1	2.8
10	Cc1cc(=O)oc(C)c1C(=O)N1CCCCC1	-1.1	1.0	-0.6	4.0	-1.1	0.1	7.4	0.4	8.7	14.4
11	Cc1cccc(-n2c(C)nc3sccc3c2=O)c1	-1.4	-1.5	-9.3	6.2	-1.4	-1.3	-3.1	-1.6	0.8	3.1
12	COC(=O)C(CO)NC(=O)C1CCCN1C(=O)CNC(=O)OCc1ccccc1 (centres undefined)	-4.3	-13.3	-5.6	2.9	-2.7	2.9	-8.2	8.7	0.1	-11.6
13	Cc1cc(NC(=O)c2ccccc2F)nc2c1c(=O)oc1ccccc12	2.3	0.5	-4.6	-2.5	-9.4	5.0	1.4	0.9	-0.6	-0.4
14	Cc1ccc(S(=O)(=O)N2[C@@H](c3cccc(Cl)c3)C(C(=O)OC(C)(C)C)=CC[C@H]2c2ccc(C(C)C)cc2)cc1	-0.6	10.2	1.9	0.0	.	2.1	-0.1	0.7	-1.3	2.7
15	COc1ccccc1CN1CC(C(=O)N2CCN(c3ccc(F)cc3)CC2)CC1=O (centres undefined)	-0.4	3.6	6.5	-1.8	9.2	-4.7	3.2	-3.5	-2.8	-0.6
16	Cc1ccc(NS(=O)(=O)c2ccc(N/N=C/c3ccccc3OCC(=O)O)c([N+](=O)[O-])c2)c(C)c1	12.6	-9.1	-9.9	-6.3	37.7*	86.9*	-1.6	2.9	-2.0	52.1*
17	CC(NC(=O)Cc1ccsc1)c1ccc(Cl)cc1Cl (centres undefined)	-4.3	-3.5	-2.7	4.4	1.4	-0.4	-2.6	-2.0	-1.0	0.5
18	Cc1ccc(NC(=S)N2CCN(C3CCCCC3)CC2)cc1	-0.2	4.8	5.4	4.8	7.5	-2.9	-1.1	1.1	-5.7	3.4
19	COc1ccc(NC(=O)C2C3C=CC4(O3)C2C(=O)N(CCN2CCCCC2C)C4C(=O)NC2CCCCC2)cc1 (centres undefined)	-4.7	-17.5	0.4	2.2	2.6	-0.7	-0.3	-2.2	-9.3	-2.9
20	Cc1ccc(C(=O)Nc2ccc3c(c2)OCCO3)c(C)c1	-6.4	-3.8	2.2	0.2	0.8	-1.3	-1.9	3.7	0.8	0.2
21	CCN(CC)C(=O)CSC1=C(C#N)C(c2ccco2)C(C(=O)OCCOC)=C(C)N1 (centres undefined)	2.5&-2.2	-13.7&5.7	-0.1&-0.3	5.0&1.8	-2.1&9.0	-1.5&0.5	-2.5&-3.8	5.4&3.2	-10.7&5.5	-10.2&-1.4
22	Cc1ccc(Cl)cc1N(CC(=O)N1CCOCC1)S(C)(=O)=O	2.7	-2.5	-0.8	1.7	-4.0	4.8	7.1	3.4	-3.5	-0.2
23	CCN(CC)C(=O)CSc1nnc(-c2c[nH]c3ccccc23)o1	-2.1	15.8	3.8	-2.8	1.0	-0.7	1.4	-3.6	3.8	1.0
24	Cc1nnc(SCC(=O)N2c3ccccc3Sc3ccccc32)n1N	-1.2	3.5	-1.6	3.7	2.7	-3.1	3.0	2.0	9.6	11.3

# Next part (2 carried over from the part before).
item	canonical_smiles	PRMT1 inh	TDP2 inh	TCR-CD3 inh	NPR2 activator	HTRA1 inh	rCAG RNA binder	MBD2 DNA inh	LEDGF integ inh	SIAE primary	ABHD4 inh
23	CCN(CC)C(=O)CSc1nnc(-c2c[nH]c3ccccc23)o1	-2.1	15.8	3.8	-2.8	1.0	-0.7	1.4	-3.6	3.8	1.0
24	Cc1nnc(SCC(=O)N2c3ccccc3Sc3ccccc32)n1N	-1.2	3.5	-1.6	3.7	2.7	-3.1	3.0	2.0	9.6	11.3
25	Cc1ccccc1OCc1nnc(SCC(=O)O)n1-c1ccccc1	0.7	4.0	1.9	5.6	-10.5	6.2	0.7	0.9	-4.5	3.9
26	COc1ccc2c(C(=O)NCCCCO)c(-c3ccc(S(C)(=O)=O)cc3)sc2c1	0.6	-6.7	11.6	5.5	0.6	-3.0	6.0	-3.4	-4.1	11.8
27	COc1ccc(OC)c(C2C(C(=O)c3ccc(C)o3)=C(O)C(=O)N2CCCN2CCOCC2)c1 (centres undefined)	2.2	7.9	5.4	-4.9	-2.2	2.4	-2.5	-4.0	15.1	5.7
28	Cc1ccccc1NC(=O)CCC(=O)OCC(=O)c1ccc(-c2ccccc2)cc1	6.7	-11.2	-7.3	-3.8	-17.1	15.0	6.3	1.1	-13.0	-25.9
29	COc1cccc(NC(=O)CSc2nnc3c(n2)[nH]c2ccc(C)cc23)c1	-4.7	2.6	12.7	-6.9	2.4	2.2	-1.7	-1.4	-9.8	-1.2
30	COc1ccc(C)cc1S(=O)(=O)Nc1cc(Cl)ccc1Cl	1.5	-1.3	5.1	-2.7	-5.9	12.5	1.9	-3.8	-2.1	-9.1
31	CC(C)Oc1ccc(S(=O)(=O)N2CCOCC2)cc1NC(=O)CC1CC2CCC1C2 (centres undefined)	2.7	0.8	-5.5	1.7	-1.9	-0.4	3.8	-1.7	14.4	-4.6
32	COc1cccc(CN2CCN(Cc3cccc(Oc4ccccc4)c3)CC2)c1OC	-1.4	-6.1	-0.1	3.1	1.0	-5.3	-2.2	4.3	4.3	10.1
33	Cc1cc(/C=N/NC(=O)c2ccccc2F)c(C)n1-c1ccccc1	3.6	5.9	-1.6	-13.9	1.5	-1.0	-0.2	2.1	2.9	-1.8
34	COc1cc(-c2noc(CCCC(=O)Nc3ccc(C(N)=O)cc3)n2)cc(OC)c1OC	12.7	2.5	-2.0	1.3	.	-2.9	-1.8	-0.7	6.6	-6.8
35	CCOC(=O)c1sc2nc(C)nc(N3CCCCC3C)c2c1C (centres undefined)	-1.2	-2.6	2.7	0.1	.	-2.5	-0.1	0.4	0.8	4.8
36	O=C(c1cccc(S(=O)(=O)N2CCc3ccccc32)c1)N1CCN(CCO)CC1	0.5	11.3	-0.7	3.7	-0.3	1.1	-5.5	1.8	6.7	4.3
37	O=C(Nc1cccc(Br)c1)c1ccc(CSc2ccccc2)cc1	-4.4	5.1	-0.3	-3.7	-13.6	0.2	-2.6	-2.4	12.5	-20.2
38	CC(=O)N1N=C(c2ccccc2)CC1c1ccccc1[N+](=O)[O-] (centres undefined)	-2.2	1.4	-8.0	0.5	-7.6	-3.7	-1.7	0.3	3.2	1.4
39	N#Cc1ccc(-c2ccc(OCC(=O)Nc3cccnc3)cc2)cc1	1.3	-2.1	10.2	-1.4	-9.6	-0.5	1.4	1.5	-12.3	-0.2
40	CCOc1cc(C(F)(F)F)cnc1/C(N)=N/O	-1.0	-2.0	-3.1	4.9	4.3	-0.4	-6.9	-1.3	5.6	3.6
41	CCOc1ccc(-c2nnc3sc(COc4ccc(C)cc4)nn23)cc1	-2.4	10.4	4.9	3.2	-3.0	1.1	0.9	3.5	3.0	-2.0
42	Cc1nnc(SCC(=O)NC2CCCCC2)[nH]c1=O	3.6	15.4	8.4	-2.7	-0.5	-0.2	-7.2	3.7	5.5	4.7
43	Cc1c(Cl)cnc(NC(=O)COC(=O)CCc2nc3ccccc3s2)c1Cl	-0.3	-5.4	-0.2	-6.7	4.7	0.6	-2.6	4.4	-2.3	-90.8
44	O=C(c1ccc([N+](=O)[O-])cc1)N1CCN(C(=O)c2ccco2)CC1	-1.8	4.3	6.5	2.9	-0.8	-3.2	2.4	3.1	-0.2	4.8
45	CCOc1ccc(-c2n[nH]c(=S)n2Cc2ccccc2)cc1	0.9	-6.4	0.2	5.2	-4.3	3.1	-2.5	-1.6	-1.9	1.1
46	COc1cc(/C=N/NC(=O)c2cccnc2)cc(Br)c1O	1.3	0.3	1.1	-12.7	2.6	1.3	2.9	-1.0	6.5	4.0
47	CCCS(=O)(=O)NC(=O)C1(C)CCCN(C(=O)c2oc3ccccc3c2C)C1 (centres undefined)	2.0	4.5	8.8	0.1	.	6.5	-0.9	-1.2	1.5	0.9
48	O=C(CNC(=O)c1ccc(F)cc1)N/N=C/c1cc(Br)ccc1OC(=O)/C=C/c1ccco1	8.6	-16.9	-4.1	-6.3	18.9	4.1	-1.2	-7.2	2.0	2.8
49	COc1ccc(C2CC(c3ccccc3)=NN2c2ccc(S(N)(=O)=O)cc2)cc1 (centres undefined)	4.5	-4.2	-5.6	1.9	-25.8	13.3	5.5	1.4	4.9	-26.4
50	O=C(OCC(=O)N(CCc1ccccc1)Cc1ccccc1)c1ccccc1NCCO	-3.4	-10.6	-6.9	-7.1	-31.8	-0.9	-6.2	1.1	-4.1	-29.9
51	COC(=O)c1ccccc1Oc1cc(C(F)(F)F)nc(-c2ccccn2)n1	0.4	-4.5	6.5	4.2	-3.2	-3.3	0.6	2.0	-6.5	5.5
52	O=C(NCC(c1cccs1)N1CCOCC1)c1ccccc1NS(=O)(=O)c1cccc([N+](=O)[O-])c1 (centres undefined)	2.0	2.6	1.1	5.0	1.1	48.1*	5.5	-1.3	3.3	5.3
53	O=C(OCc1ccc(O)cc1)c1c(-c2ccsc2)oc2ccc(N3CCOCC3)cc12	-1.5	4.6	8.1	-2.9	-6.0	2.5	-2.4	-1.1	4.5	2.9
54	Cc1ccccc1-n1c(=O)c2ccccc2n2c(=O)[nH]nc12	1.4	3.4	1.5	7.7	-1.1	-2.1	1.1	-2.8	15.7	10.0
55	COc1cccc(NC(=O)CN(C)C(=O)c2ccc(NC(=O)CC3SC(N4CCCCC4)=NC3=O)cc2)c1 (centres undefined)	-1.1	5.6	-0.4	0.2	-4.1	-1.1	-0.4	-3.4	1.1	4.6
